ATXN2 expr inh: ATXN2 expression inhibition; AID 1745845; 0.72% of 360,000 active; Potency, µM (series often up to 57 µM), without a hit: top-dose activity change, negative = inhibition, hits mostly inhibitors; HEK-293 ATXN2-luciferase reporter, luminescence, 24 h; also: potency is read from the fitted curve at half-maximal effect; % is scaled to controls: 0 for no effect and ±100 for the full control effect; nearly all actives have a fitted effect of over 55% in size
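qHTS (up to 57 uM final) was run with 24 h compound exposure of reporter cells at 37 °C. Each well was multiplexed: SteadyGlo luminescence measured ATXN2-luciferase expression after a fluorogenic Gly-Phe-AFC viability readout (25 uM final).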
MCF10A rerep: induces DNA re-replication in MCF 10a normal breast cells; MCF 10A DNA re-replication, Hoechst nuclear intensity, 48 h; Potency, µM (highest dose often 46.1 µM), inactives show at the top dose activity, positive = re-replication, usual class: activators; 2.9% of 350,000 active; AID 624296; also: potency is read from the fitted curve at half-maximal effect; % of control where 0% means no effect; nearly all actives have a fitted effect of over 50% in size
KB-3-1 cytotox: kills parental KB-3-1 adenocarcinoma cells. AID 1347075. 1.4% of 400,000 active. Potency, µM (titrated, usually from 46.1 µM), for inactives: top-dose activity change, negative = cytotoxic, actives largely listed as cytotoxic. KB-3-1 viability, CellTiter-Glo ATP luminescence, 72 h; also: potency is read from the fitted curve at half-maximal effect; % is scaled to controls: 0 for no effect and ±100 for the full control effect; nearly all actives have a fitted effect of over 60% in size
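Cells are dispensed, compounds pinned in, plates held at 37 °C for 72 h, then CellTiter-Glo is added and luminescence read after 10 minutes. Cell line: parental KB-3-1 in phenol-red-free DMEM, 10% FBS.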
HT1080 IDH1KD tx: HT-1080 IDH1 knockdown cell toxicity (counter line); Potency, µM (titrated, usually from 46.1 µM), without a hit: at the highest dose activity, negative = toxicity, usual class: cytotoxic; AID 686971; 2% of 360,000 active; HT-1080 IDH1 knockdown viability, ATP luminescence, 48 h;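 also: potency is read from the fitted curve at half-maximal effect; 0% = DMSO wells and -100% = cell-free medium wells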
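After a 2 h attachment period, IDH1KD HT-1080 cells took pin-transferred compound for 48 h at 37 °C; ATP-based luminescence after 10 min room-temperature reagent incubation reported viability.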
SW480 rerep: induces DNA re-replication in SW480 colon adenocarcinoma cells | SW480 DNA re-replication, Hoechst DNA content imaging, 48 h | Potency, µM (doses to about 46.1 µM), without a hit: at the highest dose re-replication activation, hits mostly activators | 1.8% of 340,000 active | AID 624297; also: potency is read from the fitted curve at half-maximal effect; % of control where 0% means no effect; nearly all actives have a fitted effect of over 55% in size
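Readout is total intensity of Hoechst-stained nuclei, excited at 405 nm and collected at 500-530 nm. Compound treatment lasted 48 hr at 37 C in 5% CO2 before staining.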
KB-V1 cytotox: kills drug-selected multidrug resistant KB-V1 cells; Potency, µM (top dose mostly 46.1 µM), for inactives: at the highest dose activity change, negative = cytotoxicity, usual class: cytotoxic; KB-V1 MDR cells viability, CellTiter-Glo, 72 h; AID 1347076; 3.4% of 400,000 active; also: potency is read from the fitted curve at half-maximal effect; % is scaled to controls: 0 for no effect and ±100 for the full control effect; nearly all actives have a fitted effect of over 60% in size
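Following 72 h at 37 degrees C with compound, KB-V1 cell viability was read by CellTiter-Glo luminescence, medium being phenol-red-free DMEM plus 10% FBS; concentration-response parameters came from normalized, curve-fitted qHTS data.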
WRN helicase inh: WRN helicase (human) inhibition; Potency, µM (highest dose often 114 µM), for inactives: top-dose activity change, negative = inhibition, actives largely listed as inhibitors; 0.46% of 360,000 active; WRN helicase unwinding, fluorescent forked duplex, kinetic; Q14191; AID 651768; also: potency is read from the fitted curve at half-maximal effect; % is scaled to controls: 0 for no effect and ±100 for the full control effect; nearly all actives have a fitted effect of over 55% in size
Target sequence (Q14191 whole entry, looked up): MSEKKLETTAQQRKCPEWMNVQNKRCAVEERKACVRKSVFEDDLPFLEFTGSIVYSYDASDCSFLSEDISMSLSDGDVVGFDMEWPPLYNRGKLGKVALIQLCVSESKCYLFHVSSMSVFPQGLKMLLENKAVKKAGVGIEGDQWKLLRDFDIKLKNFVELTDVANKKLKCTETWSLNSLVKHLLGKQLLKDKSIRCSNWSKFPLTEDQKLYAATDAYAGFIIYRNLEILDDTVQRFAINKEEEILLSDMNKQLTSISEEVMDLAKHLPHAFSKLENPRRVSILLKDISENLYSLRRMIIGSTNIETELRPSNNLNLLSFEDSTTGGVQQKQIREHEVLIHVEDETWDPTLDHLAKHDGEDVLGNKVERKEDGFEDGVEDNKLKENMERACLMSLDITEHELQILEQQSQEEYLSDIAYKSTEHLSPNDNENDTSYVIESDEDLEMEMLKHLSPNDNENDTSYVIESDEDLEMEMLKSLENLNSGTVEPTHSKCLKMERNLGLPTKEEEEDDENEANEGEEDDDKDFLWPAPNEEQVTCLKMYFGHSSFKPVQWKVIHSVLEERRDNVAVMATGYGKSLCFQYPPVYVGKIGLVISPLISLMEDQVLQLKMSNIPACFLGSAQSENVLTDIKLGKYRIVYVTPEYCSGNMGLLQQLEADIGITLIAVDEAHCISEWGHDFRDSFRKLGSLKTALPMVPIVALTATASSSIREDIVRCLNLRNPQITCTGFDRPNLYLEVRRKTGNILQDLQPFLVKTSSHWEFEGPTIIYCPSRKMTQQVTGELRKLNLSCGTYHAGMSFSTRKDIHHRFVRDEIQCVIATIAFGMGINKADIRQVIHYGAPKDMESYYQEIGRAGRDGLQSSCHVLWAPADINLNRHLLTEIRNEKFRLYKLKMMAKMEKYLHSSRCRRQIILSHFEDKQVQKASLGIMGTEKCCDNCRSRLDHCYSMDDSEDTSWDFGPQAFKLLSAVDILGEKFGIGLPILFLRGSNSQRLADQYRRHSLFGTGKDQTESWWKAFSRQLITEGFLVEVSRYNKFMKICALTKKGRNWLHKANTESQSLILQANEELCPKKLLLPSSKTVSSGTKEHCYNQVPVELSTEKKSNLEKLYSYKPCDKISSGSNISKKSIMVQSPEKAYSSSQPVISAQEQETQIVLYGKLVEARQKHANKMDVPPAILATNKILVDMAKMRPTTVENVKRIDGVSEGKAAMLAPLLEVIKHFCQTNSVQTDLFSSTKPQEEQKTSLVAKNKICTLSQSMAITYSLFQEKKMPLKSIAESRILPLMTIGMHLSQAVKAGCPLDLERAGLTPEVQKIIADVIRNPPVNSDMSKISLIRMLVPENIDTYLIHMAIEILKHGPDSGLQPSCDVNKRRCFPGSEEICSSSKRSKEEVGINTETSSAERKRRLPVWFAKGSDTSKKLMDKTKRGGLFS
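WRN at 20 nM final was preincubated with compound for 15 min at room temperature; reaction started with 100 nM forked duplex oligonucleotide carrying fluorophore and quencher plus 2 mM ATP (final). Unwinding followed kinetically by red fluorescence (ex 525/em 598 nm).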
HT1080-NT tox: kills 2HG-producing HT-1080-NT fibrosarcoma cells; 1.6% of 360,000 active; HT-1080-NT fibrosarcoma viability, CellTiter-Glo ATP luminescence, 48 h; Potency, µM (series often up to 46.1 µM), inactives show top-dose activity, negative = less viability, usual class: cytotoxic;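 also: NT is the 2HG producing partner of a matched IDH1 knockdown line; potency is read from the fitted curve at half-maximal effect; 0% = DMSO-treated cells and -100% = media-only wells without cells; nearly all actives have a fitted effect of over 55% in size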
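Fibrosarcoma NT cells, 750 per well in 5% FBS RPMI, were exposed to compound for 48 hours. Viability: CellTiter-Glo luminescence.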
IL1B secr inh: inflammasome signaling inhibition, IL-1 beta readout. THP-1 LPS/ATP IL-1B secretion, AlphaLISA, 16 h; hits give low values. activity change, % at 57.5 µM. 4.7% of 360,000 active. AID 743279; in the data active = activity change below about -50%; inconclusive = mostly about -30% to -49%; also: % is scaled to controls: 0 for no effect and ±100 for the full control effect
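Secreted IL-1B measured by AlphaLISA bead assay after 16 h compound exposure of THP-1 cells; compounds (final up to 57.5 uM) added 1 h before LPS (250 ng/mL) and ATP (1.25 mM) stimulation; lower signal means less secretion.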
* hit, by the source's call; ? = inconclusive; nt = no result given; [ ] = another dose, or the depositor's remark. Unless noted, calls follow the shape of the dose curve; as a rule, active = well fitted curve in the direction sought with a large enough effect; inconclusive = small, poorly fitted or top-dose-only effect, or another doubt; inactive = no such curve, though single readings can be large; an effect the other way counts as inactive or inconclusive.

SMILES	ATXN2 expr inh	MCF10A rerep	KB-3-1 cytotox	HT1080 IDH1KD tx	SW480 rerep	KB-V1 cytotox	WRN helicase inh	HT1080-NT tox	IL1B secr inh
COc1ccc(C(=O)O/N=C(\N)c2ccccc2)cc1	?	2%	5%	?	6%	-1%	-5%	?	-1
COc1ccc(OC)c(N2C(=O)CC(Cc3cc(C)cc(C)c3)C2=O)c1 (configuration not stated)	-9%	7%	6.5µM*	?	?	?	-20%	?	-30
COc1ccc(OCCN2CCC(C(=O)NC(c3ccc(Cl)cc3)c3cccnc3)CC2)cc1 (configuration not stated)	-21%	nt	0%	21µM*	nt	4%	-2%	?	-12
CC(C)CN(CCCNC(=O)CN1C(=O)CSc2ccc(S(=O)(=O)N3CCOCC3)cc21)CC(C)C	-11%	11%[9.22 µM]	2%	8%	-27%	?	6%	15%	14
CCCc1c(CC)c(=N)c2ccccc2n1C	-3%	12%	3%	?	-3%	-1%	11%	?	48
CC(C)C[C@H](NC(=O)N1c2ccccc2NC(=O)[C@@H]1C(C)C)C(=O)N[C@@H](Cc1ccccc1)C(=O)O	-2%	41%	0%	1%	-10%	0%	8%	2%	14
CCc1cc2c(=O)[nH]c(CC(N)=O)nc2s1	-4%	7%	?	12%	2%	-1%	5%	9%	-66*
Cc1cc(C)c[n+](-c2[nH]c(=O)sc2/C=N/N=C(\[O-])c2cccnc2)c1	?	7%	6%	4%	-16%	0%	6%	-4%	12
Cc1cccc(C)c1NC(=O)Cc1cccs1	2%	4%	17%	1%	3%	0%	-32%	12%	11
CCOc1cccc(CN2CCC(n3nccc3NC(=O)CCCc3ccccc3)CC2)c1	?	0%	-6%	?	?	-2%	5%	-23%	?
CCN1CCN(c2ccc(S(=O)(=O)N3CCCCC3)cc2NC(=O)c2ccc(C)o2)CC1	1%	2%	18%	10%	-10%	-22%	-11%	-2%	-25
N#CCC(=O)Nc1ccc(C(=O)OC(C(=O)Nc2ccc([N+](=O)[O-])cc2Br)c2ccccc2)cc1 (configuration not stated)	4%	-2%	-6%	-11%	-3%	0%	-11%	-7%	?
CC(=O)Nc1cccc(NC(=O)C(=O)c2cn(CC(=O)N3CCCCC3)c3ccccc23)c1	nt	-4%	1%	-19%	-8%	-9%	-11%	-16%	-3
Cc1ccc2c(c1C)OC(=O)CC2(C)C	-2%	1%	3%	-16%	0%	-1%	6%	-12%	8
Fc1cccc(/C=N/Nc2nccnc2Cl)c1	44%[activator]	-3%	?	15µM*	-2%	5.8µM*	0%	12µM*	0
COc1ccc(C(=O)Nc2ccc(S(=O)(=O)N3CCCC3)cc2)c(OC)c1	-19%	-178%[0.0737 µM]	17%	-3%	-17%	-1%	0%	1%	0
Cc1cc2c(cc(C(=O)OC(C(=O)NCc3ccco3)C(C)C)n2C)o1 (configuration not stated)	-12%	-7%	-25%	-15%	-3%	?	-7%	-24%	0
O=C1C(=O)N(C/C=C/c2ccccc2)c2ccccc21	nt	?	-5%	?	?	5%	-15%	?	29
O=C(CNC(=O)c1ccc(Cl)cc1)N/N=C/c1cccnc1	13%	5%	-4%	11%	-4%	14%	0%	16%	103
COc1ccccc1-c1cc(C(=O)NCCCN2CCOCC2)no1	1%	-4%	19%	8%	-9%	5%	10%	16%	-7
Cc1[nH]c(=O)[nH]c(=O)c1CSc1nnc(CCCCCNC(=O)OC(C)(C)C)o1	-3%	-1%	3%	15%	-10%	2%	-5%	3%	10
Cc1nc(SCCC(=O)O)c2ccccc2n1	4%	-11%	0%	3%	-3%	-8%	-15%	-3%	23
CC(=O)Nc1ccc(S(=O)(=O)c2c(N)n(CCN3CCOCC3)c3nc4ccccc4nc23)cc1	1%	10%	15%	0%	-1%	-3%	-3%	-3%	-7
N/C(Cc1cccc2ccccc12)=N\OC(=O)COc1ccccc1	-4%	?	-12%	2%	-2%	?	-8%	-9%	-4
CC(C)Cc1nc2sc3c(NCc4ccco4)ncnc3c2c2c1COC(C)(C)C2	-16%	?	-2%	-24%	0%	-10%	-7%	-17%	-7
COC(=O)c1ccc(Cl)c(NC(=O)CN2CCOCC2)c1	2%	-7%	-24%	2%	-1%	-23%	6%	-2%	-18
O=C(CSc1ccc(-c2ccc(F)cc2)nn1)N1CCCCC1	26%	17%	-11%	?	6%	-1%	-8%	?	-2
CCCc1nnc(SCC(=O)O)n1CC	6%	-1%	16%	5%	-7%	10%	7%	8%	0
COc1ccccc1C=NN=C(NN=Cc1ccccc1OC)NN=Cc1ccccc1OC	0%	26%	?	?	?	21µM*	-8%	?	-82*
COC(=O)CCC(=O)OC1(C)C(=O)C=C2C=C(C3CC3)N(Cc3ccc(OC)cc3)C=C2C1=O (configuration not stated)	-4%	-30%	6%	-1%	0%	22%	-6%	-18%	29
CSCC(=O)N1CCCC(CNC(=O)c2ccccc2Cl)C1 (configuration not stated)	14%	-2%	-24%	-6%	16%	-12%	-8%	12%	-10
O=C(CCC(=O)OCc1ccc([N+](=O)[O-])cc1)Nc1ccccc1Cl	-9%[11.3 µM]	-7%	8%	23%	5%	1%	-31%[57.1 µM]	19%	9
O=C(Cc1cccs1)Nc1ccc(Cl)cc1	16%	?	-7%	15%	-5%	5%	2%	5%	21
CCOC(=O)c1cn(CC(=O)Nc2ccc(C)cc2)nn1	-1%	18%	5%	-5%	-1%	-16%	8%	-7%	12
COC(=O)C1=CN(Cc2ccc(OC)c(OC)c2)C=C(C(=O)OC)C1c1ccccc1F	nt	17%	-14%	-22%	?	12%	-7%	-5%	13
COC(=O)C1=C(CS(=O)(=O)c2ccc(OC)cc2)NC(=O)NC1c1ccccc1 (configuration not stated)	8%	0%	0%	13%	1%	-2%	9%	18%	10
CC[C@@H](C)[C@H](NC(=O)OCc1ccccc1)c1nnc([C@@H](NC(=O)OCc2ccccc2)[C@@H](C)CC)o1	-8%	-20%	0%	-5%	2%	0%	-6%	-3%	-9
CCOC(=O)C1=CN(Cc2cccc(F)c2)S(=O)(=O)N(C)C1c1cccc(OC)c1 (configuration not stated)	-1%	-1%	-10%	6%	?	?	-1%	16%	6
CC(C)(C)C(=O)NC1CCN(S(C)(=O)=O)CC1	1%	?	10%	2%[9.24 µM]	14%	-4%	-2%[57.1 µM]	5%	30
CCN1CCCC1CNC(=O)C1CCN(Cc2nc(-c3cccc(Br)c3)oc2C)CC1 (configuration not stated)	?	?	?	?	?	-6%	6%	21µM*	-83*
CCOC(=O)C1=C(C)NC(=NC)SC1c1ccccc1 (configuration not stated)	0%	0%	-8%	-13%	-55%[inhibitor]	?	18%	0%	-8
Cc1cccc(CN2CCN(C(=O)c3ccccc3F)CC2)c1	-11%	2%	18%	24%	4%	-13%	1%	22%	?
C(=N\N1CCN(C2c3ccccc3-c3ccccc32)CC1)/c1ccncc1	-8%	?	-14%	-1%	9%	-3%	-13%	0%	-21
CCN1CCN(Cc2c(O)ccc3c(=O)c(-c4ccc(OC)c(OC)c4)c(C)oc23)CC1	-5%	8%	5%	-2%	3%	-2%	-1%	3%	2
N#Cc1ccccc1S(=O)(=O)N1CCN(S(=O)(=O)c2ccc(Br)c(C(=O)O)c2)CC1	?	1%	17%	15%	-2%	3%	6%	22%	21
CCC(=O)Nc1ccc(S(=O)(=O)NC[C@H]2O[C@@H](n3cc(C)c(=O)[nH]c3=O)C[C@@H]2O)cc1	0%	nt	10%	1%	nt	0%	-5%	6%	-8
O=C(NCc1ccco1)c1cccc2c(-c3ccc(F)c(F)c3)coc12	12%	nt	0%	-1%	nt	1%	-9%	-2%	?
Cc1ccc(S(=O)(=O)N2CCC(C(=O)Nc3ncccc3O)CC2)cc1	-12%	25%	-11%	1%	5%	9%	0%	-1%	45
CSc1ccc(/C=N/S(=O)(=O)c2ccccc2)cc1	-10%	-4%	-3%	0%	15%	0%	0%[57.1 µM]	6%	12
CC(C)c1cc(C(=O)N2CCCC(CCC(=O)NCc3ccccc3F)C2)n(C)n1 (configuration not stated)	-22%	-2%	?	-12%	-3%	9.2µM*	4%	-8%	22

Continued:
SMILES	ATXN2 expr inh	MCF10A rerep	KB-3-1 cytotox	HT1080 IDH1KD tx	SW480 rerep	KB-V1 cytotox	WRN helicase inh	HT1080-NT tox	IL1B secr inh
CC12CCC(=O)N1C(C(=O)Nc1ccccc1N1CCCC1)CS2 (configuration not stated)	-1%	?	11%	16%	-104%[inhibitor]	-14%	2%	0%	21
Cc1ccc(NC(=O)CSc2nncn2-c2ccccn2)cc1Cl	-16%	-1%	-4%	-3%	-5%	?	17%	10%	-13
CCN1CCN(c2ccc(S(=O)(=O)N3CCCCC3)cc2NC(=O)c2cccc(F)c2)CC1	-17%	7%	4%	-6%	-216%[inhibitor]	6%	1%	-27%	-15
Cc1cc(C(=O)N2CCN(c3ccccn3)CC2)no1	-3%	0%	-6%	-6%	-7%	14%	-2%	-1%	-1
CCOc1cccc(CN2CCN(CCc3ccccc3)C(CCO)C2)c1O (configuration not stated)	-15%	1%	-1%	-2%	19%	-9%	-10%	-2%	23
CCc1c(C(=O)NNC(=O)Nc2ccc3c(c2)OCO3)csc1C	10%	4%	nt	-15%	-1%	nt	-32%	-9%	-15
Cc1ccc(S(=O)(=O)N(C)c2ccccc2)cc1	1%	-6%	10%	4%	-3%	2%	-5%	0%	2

Source: PubChem BioAssay
